XiGFP reactiv = reactivates the inactive X chromosome in mouse fibroblasts. actives 0.055% (n = 360,000). XiGFP mouse fibroblasts, % GFP-positive cells imaging, 3 d; cells co-treated with 5-aza-dC sensitizer; scaled so ellipticine positive control = 100%. AID 743238. activation, % at 7.58 µM;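 active means mean normalized replicate activation at least 10% and every replicate at or above 10%; inconclusive means only one of the two criteria met; inactive means mean below 10% and not all replicates reach 10%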;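 further: 0% = median of on-plate neutral control wells and 100% = ellipticine 6 µM median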
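Assay system – SV40-immortalized XiGFP fibroblast cells, line 68-5-11 · Buffer or medium – DMEM supplemented with 5-aza-dC as sensitizing agent · Dosing – one concentration, pinned · Benchmarks – positive control ellipticine, 6 µM final · Times – 3 days compound exposure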
S100A4 MyoIIA = S100A4-myosin IIA interaction inhibition; S100A4/TAMRA-MyoIIA peptide fluorescence polarization; inhibition, % at 10.7 µM; actives 0.14% (n = 360,000);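 active means mean inhibition of at least 70% across replicates, with every replicate also reaching that level; inconclusive means mean inhibition reaches 70% but some replicates fall short; inactive means mean inhibition below 70%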
Target sequence (P26447 whole entry, looked up): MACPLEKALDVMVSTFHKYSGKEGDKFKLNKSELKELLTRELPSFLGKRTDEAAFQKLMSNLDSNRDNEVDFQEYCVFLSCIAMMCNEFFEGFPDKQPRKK
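Assay system: human S100A4 monomer with TAMRA-labelled myosin IIA peptide / Buffer or medium: Calcium-containing HEPES buffer, pH 7.2 / Reagent: TAMRA-labelled myosin IIA heavy-chain peptide probe, 5 nM / Compound: one dose per compound / Timing: polarization read 5 min after assay mix addition, stable 5–60 min / Benchmarks: neutral control DMSO, positive control TFP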
esBAF inh = blocks esBAF chromatin remodeling in mouse ES cells; reporter increase, % at 12.5 µM; AID 602393; Bmi1-luciferase knock-in reporter, 24 h; 100% = twice the neutral-well signal; actives 2% (n = 350,000); in the data active means activation above about 40%; inconclusive means no clear call, values can overlap the other calls;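 further: 0% = median of the plate's neutral control wells and 100% = double that signal; a rise in the Bmi1 reporter signal indicates esBAF inhibition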
ERAP1 HTS inh = blocks human ERAP1 aminopeptidase activity. recombinant ERAP1, Leu-AMC fluorescence, 60 min. Q9NZ08. inhibition, % at 10.7 µM. actives 0.15% (n = 340,000);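 active means mean replicate inhibition of at least 30%, or all replicates individually reaching that 30% level; inactive means mean below 30% and not every replicate reaching it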;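 further: 0% = neutral control wells and 100% = L-leucinethiol positive control wells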
ERp5 inh = ERp5 (human) disulfide isomerase inhibition | Q15084 | ERp5 insulin aggregation, absorbance 650 nm, 90 min | inhibition, % at 9.99 µM | actives 0.05% (n = 350,000) | AID 651711;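 active means mean replicate inhibition above about 25%, with every replicate also reaching it, limit read from the data, passing the limit was not always enough; inconclusive means only one of those two criteria met; inactive means neither criterion met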
RAD54 branch = RAD54 (human) branch migration inhibition; Q92698; RAD54 Holliday junction branch migration, FAM/BHQ fluorescence; inhibition, % at 10.4 µM; actives 0.14% (n = 360,000);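 active means mean normalized replicate activity at least 40 and at least half of replicates scoring 40 or more; inconclusive means only one of the two criteria met; inactive means mean below 40 and under half of replicates reaching 40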;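 further: 0% = median of neutral control wells and 100% = median of positive control wells; inhibitors cause a drop in the FAM fluorescence signal; in these data hits start at about 50%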
Target sequence (Q92698 whole entry, looked up): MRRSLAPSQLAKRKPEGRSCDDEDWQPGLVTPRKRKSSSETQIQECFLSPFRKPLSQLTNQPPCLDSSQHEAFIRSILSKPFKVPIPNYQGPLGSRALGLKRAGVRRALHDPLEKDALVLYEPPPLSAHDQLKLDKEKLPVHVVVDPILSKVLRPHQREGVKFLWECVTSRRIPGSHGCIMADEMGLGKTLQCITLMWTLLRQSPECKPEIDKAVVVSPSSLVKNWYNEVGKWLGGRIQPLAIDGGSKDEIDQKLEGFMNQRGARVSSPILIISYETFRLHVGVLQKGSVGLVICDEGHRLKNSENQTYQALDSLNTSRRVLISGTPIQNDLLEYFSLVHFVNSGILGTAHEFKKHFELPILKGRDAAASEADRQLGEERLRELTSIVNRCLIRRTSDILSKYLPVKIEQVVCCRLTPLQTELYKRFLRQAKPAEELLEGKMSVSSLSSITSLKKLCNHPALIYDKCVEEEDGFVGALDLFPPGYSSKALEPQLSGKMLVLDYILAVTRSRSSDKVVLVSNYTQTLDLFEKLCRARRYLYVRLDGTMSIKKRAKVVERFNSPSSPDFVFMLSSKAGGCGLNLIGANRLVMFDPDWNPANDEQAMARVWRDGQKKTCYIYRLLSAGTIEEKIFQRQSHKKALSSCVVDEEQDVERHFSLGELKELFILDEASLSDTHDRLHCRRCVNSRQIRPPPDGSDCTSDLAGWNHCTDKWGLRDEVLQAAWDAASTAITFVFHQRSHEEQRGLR
E-sel inducer = induces E-selectin expression in human endothelial cells. HUVEC E-selectin immunofluorescence imaging; normalized: neutral wells 0, TNF-alpha wells 100. activation, % at 7.58 µM. actives 0.37% (n = 260,000). AID 686992;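 active means mean E-selectin-positive cell signal at least 10% of the positive control, reached in at least 60% of replicates, without over 20% cell loss; inconclusive means no rule given, readout overlaps actives, possibly toxicity-flagged; inactive means the rest, including those meeting only one limit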;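 further: in these data hits start at about 27%; measured in HUVEC primary endothelial cells; signal is the percent of cells scored E-selectin positive by PE staining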
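Material: HUVEC primary endothelial cells; Amount: 3,000 cells per well; Dosing: single concentration; Medium: EGM-2 growth medium on 0.1% gelatin-coated wells; Read-out basis: percent E-selectin-positive cells; Signal: immunofluorescence imaging; Control set: TNF-alpha, DMSO.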
RAD52 anneal inh = RAD52 (human) annealing inhibition; recombinant RAD52 DNA annealing, FRET fluorescence; actives 0.46% (n = 360,000); AID 651710; inhibition, % at 18.7 µM; P43351;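 active means every replicate showing at least 50% inhibition; inconclusive means mean inhibition at least 50% but not in every replicate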
* marks the source's active call; other numbers are inactive results; ? = inconclusive; nt = not tested or not shown.

Results follow in this order: XiGFP reactiv	S100A4 MyoIIA	esBAF inh	ERAP1 HTS inh	ERp5 inh	RAD54 branch	E-sel inducer	RAD52 anneal inh
CN1C(=O)c2cc(NC(=O)c3ccccc3)ccc2OC[C@H]2O[C@H](CC(=O)O)CC[C@H]21
 : 0.3	-12	-1	0	3	7	0.1	5
COc1cccc(C(=O)Nc2ccc3c(c2)C(=O)N(C)C[C@H](OC)[C@@H](C)CN[C@@H](C)CO3)c1
 : -0.4	nt	1	nt	nt	-3	-0.2	nt
CC1(C)CC(=O)C=C(c2ccc3ncccc3c2)C1
 : 0.0	-7	2	-2	-3	-1	1.1	5
C[C@]12c3[nH]c4ccc(Cl)cc4c3CCN1C(=O)[C@@H](CC(=O)NCCCn1ccnc1)C[C@@H]2C(=O)N1CCOCC1
 : 0.0	-3	-6	1	2	-6	0.6	5
CCN(CC(=O)N1CCCC1)S(=O)(=O)c1ccccc1
 : 0.0	-10	0	-2	4	7	-1.6	-22
COc1cccc(-c2ccc([C@H]3[C@@H](CO)N4CCCCN(CC5CC5)C[C@@H]34)cc2)c1
 : 0.1	-7	6	1	2	-4	-0.2	-2
Cc1noc(C)c1S(=O)(=O)Nc1ccc2c(c1)C(=O)N([C@@H](C)CO)C[C@H](C)[C@H](CN(C)C(=O)NC1CCCCC1)OCCCC[C@@H](C)O2
 : -0.3	29	3	1	6	2	-0.1	-37
O=C(O)CC1=C(Nc2ccccc2)C(=O)N(c2ccccc2)C1c1ccc(F)cc1 (configuration not stated)
 : 0.0	-9	79*	-1	1	-3	nt	-20
COc1cccc(C(=O)NC(C)c2cccc3ccccc23)c1OC (configuration not stated)
 : 0.4	-3	-11	0	-1	-5	0.6	-5
Cc1ccc(N2C(=O)CCC2(C(N)=O)c2ccccc2)cc1 (configuration not stated)
 : 0.2	-1	-2	-7	-8	-8	nt	-4
CCC1CCc2sc(C(=O)NCC3CCCO3)cc2C1 (configuration not stated)
 : 0.2	-2	66*	1	-1	-11	nt	5
CC1CCCN(CCCN2C(=O)C3C(C(=O)Nc4cccc(Cl)c4)C4C=CC3(O4)C2C(=O)NC2CCCCC2)C1 (configuration not stated)
 : 0.2	-19	-2	-7	1	-2	nt	-5
CCNC(=O)C[C@@H]1CC[C@H]2[C@@H](COc3ccc(NS(=O)(=O)c4ccccc4C)cc3C(=O)N2C)O1
 : 0.3	0	-7	-1	2	2	-0.1	4
CCn1ccnc1CNC(=O)CC1C(=O)NCCN1Cc1ccc(F)cc1Cl (configuration not stated)
 : 0.1	5	nt	0	2	nt	nt	-17
O=C(CN1CCN(Cc2ccc3c(c2)OCO3)CC1)Nc1ccc2[nH]c(=O)[nH]c2c1
 : 0.0	-1	-6	1	-3	7	-0.3	-12
COc1ccc(C(=O)NC2CCCc3c2cnn3-c2cccc(C)c2C)c(OC)n1 (configuration not stated)
 : 0.1	3	11	-4	0	3	-1.2	10
Cc1cc2nccc(-c3ccccn3)n2n1
 : 0.0	1	12	-4	2	-1	2.6	-7
Cc1ccccc1C(=O)NN1CC(C(=O)OCc2ccc(Cl)c(Cl)c2)CC1=O (configuration not stated)
 : 0.0	-2	-13	2	-3	-29	-0.1	-7
CN(CCOc1ccccc1)C(=O)C1CCN(C(=O)c2ccc(Cl)cc2)CC1
 : 0.0	0	-6	-2	1	-2	-0.2	-3
C/C=C/c1ccc2c(c1)[C@H]1[C@H](CCN1S(=O)(=O)c1ccccc1)[C@H](CO)N2
 : 0.0	-2	3	nt	6	-4	0.1	-29

Laid out differently: results already given
Cc1cc2nccc(-c3ccccn3)n2n1
  XiGFP reactiv: 0.0	S100A4 MyoIIA: 1	esBAF inh: 12	ERAP1 HTS inh: -4	ERp5 inh: 2	RAD54 branch: -1	E-sel inducer: 2.6	RAD52 anneal inh: -7

Cc1ccccc1C(=O)NN1CC(C(=O)OCc2ccc(Cl)c(Cl)c2)CC1=O (configuration not stated)
  XiGFP reactiv: 0.0	S100A4 MyoIIA: -2	esBAF inh: -13	ERAP1 HTS inh: 2	ERp5 inh: -3	RAD54 branch: -29	E-sel inducer: -0.1	RAD52 anneal inh: -7

CN(CCOc1ccccc1)C(=O)C1CCN(C(=O)c2ccc(Cl)cc2)CC1
  XiGFP reactiv: 0.0	S100A4 MyoIIA: 0	esBAF inh: -6	ERAP1 HTS inh: -2	ERp5 inh: 1	RAD54 branch: -2	E-sel inducer: -0.2	RAD52 anneal inh: -3

The results go on.
SMILES	XiGFP reactiv	S100A4 MyoIIA	esBAF inh	ERAP1 HTS inh	ERp5 inh	RAD54 branch	E-sel inducer	RAD52 anneal inh
COCOCCn1cc(CN2CCS(=O)(=O)N(Cc3ccc(-c4ccc(C)cc4)cc3)C(CC(C)C)C2=O)nn1 (configuration not stated)	-0.1	0	10	-1	5	4	0.0	-14
CC(=O)Cn1cnc2c(cnn2-c2ccccc2)c1=O	0.2	4	11	-1	0	-4	0.1	-14
O=C(c1ccc([N+](=O)[O-])cc1)c1cc2ccc(O)cc2oc1=O	-0.1	3	0	0	3	13	-1.7	-2
S=C(c1ccc(-c2cccc(Cl)c2)o1)N1CCOCC1	nt	0	?	-3	-1	0	nt	-8
C[C@H](CO)N1C[C@H](C)[C@@H](CN(C)C(=O)Nc2ccc(F)cc2)Oc2ncc(Br)cc2C1=O	-0.6	-3	3	1	-5	6	0.1	-5
CCCCn1c(SCC(=O)c2ccc(O)cc2O)nc2cc(S(N)(=O)=O)ccc21	0.0	-3	1	1	-9	-1	nt	-12
O=C(CN(C(=O)CNC(=O)c1ccco1)c1ccc(F)cc1)NC1CCCC1	-0.1	-7	-6	0	-2	-22	nt	-2
CN(C)C(=O)c1cccc(-c2ccc([C@@H]3[C@@H](CO)N4C(=O)CN(C(=O)C5CCCC5)C[C@H]34)cc2)c1	0.4	-3	nt	-1	6	nt	0.7	7
c1ccc2oc(-c3nn4c(Cn5cnc6ccccc65)nnc4s3)cc2c1	0.0	4	nt	3	3	nt	0.2	-17
CC(=O)Nc1ccc(NC(=O)CCc2nc3ccccc3c(=O)[nH]2)cc1	0.5	-5	1	17	4	-2	-7.9	-10
COCC(=O)N1CCN(C(=O)C(=O)c2cccc(C(F)(F)F)c2)CC1	0.1	0	nt	-1	-1	nt	0.0	3
COc1ccc2c3c([nH]c2c1)[C@H](CO)N(C(=O)Nc1ccc(F)cc1)CC31CCN(S(=O)(=O)c2cccc(C)c2)CC1	0.3	2	nt	-2	-2	nt	-0.1	-10
O=C(COC(=O)c1cc(Br)ccc1O)Nc1ccc2c(c1)OCO2	0.3	-4	15	1	8	5	-0.3	-4
O=C(C[C@H]1CC[C@@H](NC(=O)Nc2ccccc2F)[C@H](CO)O1)NCc1ccc(Cl)cc1	0.1	19	-7	-1	1	0	-0.3	5
O=C1c2ccsc2SCCN1Cc1c(F)cccc1Cl	0.3	-1	11	-2	1	-1	nt	-11
CCCCn1nc(C(=O)Nc2cc(S(=O)(=O)N(C)C)ccc2C)c2ccccc2c1=O	0.0	-5	nt	-3	-4	-2	0.0	-6
Cc1cccc(S(=O)(=O)N[C@H]2CC[C@H](CCNC(=O)CCN3CCCCC3)O[C@@H]2CO)c1	-0.5	0	-3	1	-1	-4	-0.5	-13
Cc1cc(C)nc(SCC(=O)NC(=O)c2ccccc2O)n1	-0.1	0	1	2	-2	-10	0.1	-3
CCCNC(=O)N(C)C[C@H]1Oc2ncc(/C=C/c3ccccc3)cc2C(=O)N([C@H](C)CO)C[C@@H]1C	0.0	-121	-1	-3	-1	-2	0.0	4
Cc1ccc(OCCn2cnc3sc(C(N)=O)c(C)c3c2=O)cc1	0.0	-2	nt	0	-3	nt	-0.2	-31
Nc1c(N(Cc2ccco2)C(=O)COc2ccc(Cl)cc2)c(=O)[nH]c(=O)n1Cc1ccccc1	-0.1	-10	-5	3	1	-1	-0.1	-7
CC1(C)CC(=O)C=C(c2ccc(-c3ccc(S(C)(=O)=O)cc3)cc2)C1=O	0.7	-2	65*	9	3	3	3.7	-5
C/C=C/c1cnc2c(c1)C(=O)N([C@@H](C)CO)C[C@@H](C)[C@H](CN(C)S(=O)(=O)c1ccc(F)cc1)O2	-1.2	-6	-4	-2	1	-1	0.3	-6
CC(C)Oc1ccc(F)cc1-c1cc(C(=O)NCc2ccc(C(F)(F)F)cc2)[nH]n1	0.1	0	-5	-4	2	4	0.7	-4
CC(C)NC(=O)N(C)C[C@@H]1Oc2ncc(Br)cc2C(=O)N([C@H](C)CO)C[C@@H]1C	0.4	2	3	-2	0	-6	nt	1
CNC(=O)C1=C(C)Nc2nc3ccccc3n2C1c1cccc(OC)c1 (configuration not stated)	0.1	-11	11	3	5	14	0.4	-28
CCN(CC)CCCN1C(=O)C(O)=C(C(=O)c2ccco2)C1c1ccc(C)o1 (configuration not stated)	nt	7	nt	1	-9	5	nt	-25
O=c1oc2ccccc2n1CCCOc1ccccc1	0.1	2	-7	-3	-2	10	0.0	-8
O=C1CCCC(O)=C1C=NCc1ccccc1	0.0	-2	nt	-1	2	nt	-0.2	-14
CNC[C@@H]1Oc2ccc(NC(=O)Nc3c(C)noc3C)cc2C(=O)N([C@H](C)CO)C[C@H]1C	-0.2	0	2	-1	-5	9	0.1	-10
C[C@H]1CN([C@@H](C)CO)C(=O)c2cccc(NC(=O)c3cnccn3)c2O[C@H]1CN(C)S(C)(=O)=O	6.7	-22	1	-1	3	3	-1.0	-13
COCC(=O)Nc1ccc2c(c1)OC[C@@H](C)N(C(=O)c1ccccn1)C[C@H](C)[C@H](OC)CN(C)C2=O	0.0	nt	2	nt	nt	5	0.1	nt
COC(=O)c1ccccc1OCCOCCOc1cccc2ccc(C)nc12	-0.1	-9	11	-1	7	8	2.1	-12
Cc1nnc(N2C(=O)c3ccc(Br)cc3C2=O)s1	0.0	-3	-4	-4	1	1	nt	0
COc1ccc(S(=O)(=O)N2CCCCN3[C@H](C2)[C@H](c2ccc(C#CC4CC4)cc2)[C@@H]3CO)cc1	0.0	-8	nt	0	-3	4	-0.7	-6
CN(CC(=O)Nc1ccccc1Br)C(=O)CCSc1ccc(F)cc1	0.0	3	nt	0	-3	1	0.0	-9
Cc1ccc(SCc2cc(=O)n(C)[nH]2)cc1	0.0	1	nt	1	-3	nt	82*	-6

Bioassay records: PubChem, Broad Institute
